Assay outcomes deposited in PubChem by National Center for Advancing Translational Sciences (NCATS).
LmPK inh: qHTS Assay for Inhibitors of Leishmania Mexicana Pyruvate Kinase (LmPK); purified LmPK, Kinase-Glo ATP luminescence, 1 h; Q27686; Potency, µM (highest dose often 57.5 µM), for the others: top-dose activity change, negative = inhibition, usual class: inhibitors; hit rate 0.37% among 290,000; further: potency means the concentration at half of the fitted maximal effect; on the % scale 0 is the no-effect control and ±100 the full control effect
Target sequence (Q27686 whole entry, looked up): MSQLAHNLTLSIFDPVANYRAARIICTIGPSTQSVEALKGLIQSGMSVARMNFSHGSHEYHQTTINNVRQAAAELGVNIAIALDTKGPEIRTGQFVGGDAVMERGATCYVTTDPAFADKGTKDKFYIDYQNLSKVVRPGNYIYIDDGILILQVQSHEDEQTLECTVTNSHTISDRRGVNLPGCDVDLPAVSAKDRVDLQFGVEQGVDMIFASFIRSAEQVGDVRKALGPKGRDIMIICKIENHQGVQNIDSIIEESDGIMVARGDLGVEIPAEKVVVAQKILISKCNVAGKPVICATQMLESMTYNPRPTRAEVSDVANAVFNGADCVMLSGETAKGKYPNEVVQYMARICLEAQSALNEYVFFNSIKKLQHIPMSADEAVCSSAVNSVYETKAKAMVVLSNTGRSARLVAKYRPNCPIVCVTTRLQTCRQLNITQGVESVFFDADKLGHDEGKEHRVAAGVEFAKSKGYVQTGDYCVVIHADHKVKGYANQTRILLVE
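Kinase-Glo luminescence read after 1 h RT reaction of 0.1 nM LmPK with 0.5 mM PEP and 0.1 mM ADP. Activity scaled between uninhibited and enzyme-free controls.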
Pf growth 48h: Primary qHTS for delayed death inhibitors of the malarial parasite plastid, 48 hour incubation; P. falciparum luciferase growth in erythrocytes, 48 h; Potency, µM (titrated, usually from 28.7 µM), without a hit: at the highest dose activity change, negative = inhibition, hits mostly inhibitors; hit rate 5.9% among 310,000; further: potency means the concentration at half of the fitted maximal effect; on the % scale 0 is the no-effect control and ±100 the full control effect
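Firefly luciferase activity from engineered P. falciparum reports growth; inhibitors lower the luminescent signal. Cultures contained 2% hematocrit erythrocytes at 0.1% final parasitemia.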
AMA1-RON2 inh: qHTS for Inhibitors of AMA1-RON; Towards Development of Antimalarial Drug Lead: Primary Screen; Potency, µM (titrated, usually from 58.2 µM), without a hit: top-dose activity change, negative = inhibition, actives largely listed as inhibitors; AlphaScreen AMA1-biotinylated RON2 peptide binding; hit rate 0.2% among 360,000; Plasmodium falciparum AMA1 (3D7) - RON2 peptide interaction;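 further: potency means the concentration at half of the fitted maximal effect; 0% = vehicle wells and -100% = peptide control; nearly all actives have a fitted effect of over 45% in size; some results filed as inactive show a strong effect at the top dose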
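AMA1 (3D7) with his tag at 25 nM final met compounds first, then biotinylated RON2 peptide at 25 nM; detection used donor plus acceptor beads, 10 µg/mL apiece, read by AlphaScreen after 30 min at room temperature.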
TbPYK inhibitor: qHTS of Trypanosoma Brucei Inhibitors. pyruvate kinase (Trypanosoma brucei), Q57TT1. TbPYK enzyme, Kinase-Glo Plus ATP luminescence, 45 min. Potency, µM (series often up to 76.8 µM), without a hit: at the highest dose activity, negative = inhibition, usual class: inhibitors. AID 624173, 2012. hit rate 0.12% among 410,000; further: potency means the concentration at half of the fitted maximal effect; on the % scale 0 is the no-effect control and ±100 the full control effect; nearly all actives have a fitted effect of over 50% in size
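Glycolytic pyruvate kinase of T. brucei was incubated with substrate, test compound and 130 uM ADP for 45 minutes at room temperature. Luminescent Kinase-Glo Plus signal was measured after 10 minutes.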
CHX counter: Cycloheximide Counterscreen for Small Molecule Inhibitors of Shiga Toxin; cell reporter, cycloheximide protein synthesis inhibition counterscreen; max response, %; hit rate 12% among 300,000; in the data active means max response mostly above about 13%, no sharp cut-off; inactive means mostly below about 14%; further: read at 38.3 µM for the half of the compounds with a filed dose; 0% is about no effect
Shiga inhibitor: A qHTS for Small Molecule Inhibitors of Shiga Toxin. hit rate 9.2% among 290,000. inhibition, % at 38.7 µM. Vero cells, Shiga toxin protein synthesis inhibition reporter; in the data active means inhibition mostly above about 28%, no sharp cut-off; inactive means mostly below about 43%; further: 0% is about no effect
Pf growth 96h: Primary qHTS for delayed death inhibitors of the malarial parasite plastid, 96 hour incubation; Potency, µM (top dose mostly 28.7 µM), for the others: at the highest dose activity change, negative = inhibition, most hits filed as inhibitors; AID 504834, 2011; hit rate 6.9% among 320,000; P. falciparum luciferase reporter growth, 96 h; further: potency means the concentration at half of the fitted maximal effect; on the % scale 0 is the no-effect control and ±100 the full control effect
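Readout is luminescence from an integrated firefly luciferase in P. falciparum. Red cells, 2% hematocrit and 0.05% parasitemia final, were cultured with compound through two parasite generations (96 hours) at 37 C, 5% CO2.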
* = called active by the depositor; ? = inconclusive; · = not tested or not shown; & = joins results of further samples; [ ] = dose if it differs, or a comment. Unless noted, the call rests on the fitted dose curve; in most records, active means well fitted curve in the direction sought with a large enough effect; inconclusive means small, poorly fitted or top-dose-only effect, or another doubt; inactive means no such curve, though single readings can be large; an effect the other way counts as inactive or inconclusive.

SMILES | LmPK inh | Pf growth 48h | AMA1-RON2 inh | TbPYK inhibitor | CHX counter | Shiga inhibitor | Pf growth 96h
Cc1nc2cc(C(=O)OCC(=O)Nc3cccc(Cl)c3)ccc2n1-c1ccccc1 | -1% | -3% | -7% | -4% | 1 | 2 | -13%
CC(C)(C)c1nnc2sc(SCC(=O)N3CCCc4ccccc43)nn2c1=O | 6% | ? | -13% | 0% | -2 | 31 | ?
CC(C)NC(=O)NC(=O)CN1c2cccc3cccc(c23)S1(=O)=O | 9% | 9% | 14% | 0% | -2 | -6 | 10%
CC(C)C(NC(=O)c1ccc(C(C)(C)C)cc1)C(=O)Nc1ccc(N2CCOCC2)cc1 (centres undefined) | · | 13µM* | -6% | 4% | · | · | ?
COc1cccc2cc3c(=O)oc4ccccc4c3nc12 | 7% | 3% | -10% | -11% | 3 | 13 | 0%
Cc1ccc2c(c1)N(CC(=O)N1CCN(c3nc4ccccc4s3)CC1)C(=O)C(C)O2 (centres undefined) | 2% | -7% | -6% | -10% | 8 | 72 | ?
COc1cccc(NC(=O)CN(C)C(=O)c2c(-c3ccccc3)noc2C)c1 | -1% | -7% | -11% | 4% | 1 | 11 | -22%
Cc1cccc(OC(C)C(=O)Nc2ccc(S(=O)(=O)N3CCCC3)cc2)c1 (centres undefined) | 0% | ? | -4% | -3% | -1 | -5 | 10µM*
CCn1c(SCC(=O)O)nnc1-c1ccc2[nH]c(C)c(C)c2c1 | 2% | 23% | 22% | -15% | 14 | 27* | -5%
O=C(Nc1ccc(F)c(Cl)c1)c1cc(-c2ccco2)on1 | -4% | 75%[activator] | -19% | 2% | 16 | 62* | -2%
Cn1cc(CN2CCCC(CNC(=O)c3ccc4c(c3)OCO4)C2)c2ccccc21 (centres undefined) | 6% | -28% | 10% | -6% | 2 | -17 | ?
CCc1nc2cc(Cl)c(Cl)cc2[nH]1 | -7% | 20% | -7% | 4% | 11* | -16 | 42%[activator]
COc1cc2nc(C3CCC3)n(NC(=O)c3ccco3)c(=O)c2cc1OC | 6% | ? | -8% | 2% | -4 | -19 | ?
CCOc1ccc(NC(=O)CN2CCN(CC(=O)Nc3ccc4c(c3)OCO4)CC2)cc1 | -6% | ? | -4% | 3% | -1 | -22 | 24%
CC(=O)c1ccc(NC(=O)CSc2ccsc2[N+](=O)[O-])cc1 | -3% | ? | -11% | 4% | 29 | 34 | 4%
CCc1ccc(CNCc2ccc(F)cc2)cc1 | -5% | -2% | 19% | -11% | 1 | -6 | 36%[activator]
CCCOC(=O)Nc1ccc(C(N)=O)cc1 | -2% | 59% | 1% | -4% | 24* | 19 | -3%
COc1cccc(NC(=O)N2CCN(S(C)(=O)=O)CC2)c1 | -1% | -5% | -5% | -1% | -3 | 21 | ?
CC(C)NC(=O)c1ccc2c(=O)n(C3CCCC3)c(=S)[nH]c2c1 | 5% | 26% | 73%[activator] | -5% | -5 | -5 | -3%
CC(=O)c1cc2c(cc1NC(=O)CN1CCCCCC1)OCO2 | -5% | -16% | -7% | -10% | -5 | -20 | ?
CC(=O)c1ccc(NC(=O)c2cc3ccccc3o2)cc1 | 1% | 108%[activator] | -1% | 2% | 35* | · | 36%[activator]
O=c1c2ccccc2nc2n1CCS2(=O)=O | 3% | 10% | -4% | -3% | 1 | 20 | -5%
COc1ccc(C(=O)/C=C2\NCCc3cc(OC)c(OC)cc32)cc1OC | -1% | 10µM* | 12% | 7% | -6 | 4 | 13µM*
O=C(NNC(=O)c1ccncc1)Nc1cccc([N+](=O)[O-])c1 | -2% | 0% | 32%[activator] | 7% | 1 | 32 | -30%
CCCCCCCc1n[nH]c(=S)n1Cc1ccccc1 | -19% | -18% | 86%[activator] | ? | 1 | -14 | -1%
COc1ccc(C(=O)NC(=S)Nc2nc(C)c(C(=O)N(C)C)s2)cc1 | 7% | 6% | 18% | -10% | 5 | 32 | ·
CCOC(=O)c1[nH]c2ccc(Cl)cc2c1NC(=O)c1nonc1C | 3% | -2% | 9% | -16% | -2 | 17 | 74%[activator]
Cc1ccc(N2C(=O)C3CCCN3C2=S)cc1Cl (centres undefined) | -6% | -22% | ? | 1% | 1 | 9 | 28%
NC(=O)COC(=O)c1c2c(nc3ccccc13)CCCC2 | 3% | 5% | -20% | 0% | -2 | -8 | -20%
COC(=O)[C@@H]1C[C@H]2CC[C@H](O)C[C@H]2N1Cc1ccccc1OS(=O)(=O)c1ccc(C)cc1 | 5% | 10µM* | -1% | -6% | -1 | 5 | ?
CCN(CC)CCNC(=O)CN1C(=O)COc2ccc(S(=O)(=O)N3CCOCC3)cc21 | 1% | 1% | 0% | 7%&5% | -2 | -8 | ?
Nc1c(C(=O)NCc2ccccc2)c2nc3ccccc3nc2n1-c1ccc2c(c1)OCO2 | -2% | -85% | 4% | 1% | 13 | 1 | ?
Cc1ccc2[nH]c3c(c2c1)CN(C(=O)CN1CCCCC1)CC3 | 7% | ? | -8% | -2% | -3 | 3 | -3%
CSc1ccc(/C=C/C(=O)OCC(=O)N2CCc3ccccc32)cc1 | · | ? | 4% | -9% | · | · | 25%
Cc1ccc(C(=O)NNC(=O)Cc2csc(-c3csc(C)n3)n2)cc1 | 0% | 33%[activator] | 104%[activator] | -8% | 0 | -13 | 26%
S=c1[nH]nc(-c2ccc3ccccc3n2)n1-c1ccccc1 | 28µM* | -1% | 58%[activator] | ? | -4 | 14 | 42%
Cc1ccccc1NC(=O)c1ccc([N+](=O)[O-])o1 | 1% | 10µM* | 3% | 0% | 30* | 45* | 3.7µM*
COc1ccc(C2C(C#N)=C(N)Oc3n[nH]c(C)c32)cc1CN1CCN(c2ccc(F)cc2)CC1 (centres undefined) | 1% | 0% | -27% | -1% | -4 | -20 | ?
O=C1NC(=S)N/C1=C\c1ccc(Oc2ccc(C(F)(F)F)cc2[N+](=O)[O-])c(Cl)c1 | -4% | 7% | 4% | -9% | -5 | 3 | 11%
CO[C@H]1C=CO[C@@]2(C)Oc3c(C)c(O)c4c(O)c(c(C=NN5CCN(C6CCCC6)CC5)c(O)c4c3C2=O)NC(=O)C(C)=CC=C[C@H](C)[C@H](O)[C@@H](C)[C@@H](O)[C@@H](C)[C@H](OC(C)=O)[C@@H]1C | -17% | · | · | · | -3 | -15 | ·

6 entries already listed, ordered by number of heavy atoms, rising.
SMILES | LmPK inh | Pf growth 48h | AMA1-RON2 inh | TbPYK inhibitor | CHX counter | Shiga inhibitor | Pf growth 96h
Cc1ccc(N2C(=O)C3CCCN3C2=S)cc1Cl (centres undefined) | -6% | -22% | ? | 1% | 1 | 9 | 28%
O=C(NNC(=O)c1ccncc1)Nc1cccc([N+](=O)[O-])c1 | -2% | 0% | 32%[activator] | 7% | 1 | 32 | -30%
COc1ccc(C(=O)/C=C2\NCCc3cc(OC)c(OC)cc32)cc1OC | -1% | 10µM* | 12% | 7% | -6 | 4 | 13µM*
O=C1NC(=S)N/C1=C\c1ccc(Oc2ccc(C(F)(F)F)cc2[N+](=O)[O-])c(Cl)c1 | -4% | 7% | 4% | -9% | -5 | 3 | 11%
Nc1c(C(=O)NCc2ccccc2)c2nc3ccccc3nc2n1-c1ccc2c(c1)OCO2 | -2% | -85% | 4% | 1% | 13 | 1 | ?
COc1ccc(C2C(C#N)=C(N)Oc3n[nH]c(C)c32)cc1CN1CCN(c2ccc(F)cc2)CC1 (centres undefined) | 1% | 0% | -27% | -1% | -4 | -20 | ?

Additional results
SMILES | LmPK inh | Pf growth 48h | AMA1-RON2 inh | TbPYK inhibitor | CHX counter | Shiga inhibitor | Pf growth 96h
Cc1ccc(-c2nnn(CC(=O)Nc3ccc(S(=O)(=O)N4CCC(C)CC4)cc3)n2)cc1 | 5% | -13% | 0% | 6% | 7 | 13 | ?
COc1ccc(COCC(O)CN2CCOCC2)cc1OC (centres undefined) | 1% | 2% | 3% | -2% | -1 | -9 | 101%[activator]
CCOC(=O)c1c(NC(=O)C(=O)N/N=C/c2ccc(OCC)cc2)sc2c1CCCCC2 | 5% | 2% | 26% | 8% | -3 | -8 | 27%
COc1ccc(CCNC(=O)[C@H](C)N2C(=O)N3CCc4c([nH]c5ccccc45)[C@@]3(C)C2=O)cc1 | 1% | ? | -4% | -1% | -2 | -3 | ?
COc1cccc(-c2nnc(N(C)C(=O)C3CCOC3)s2)c1 (centres undefined) | 2% | 43%[activator] | 13% | -4% | 29* | 58* | ?
Cc1ccc([N+](=O)[O-])cc1NC(=O)/C=C/C(=O)O | 1% | 11% | 4% | 0% | -2 | -11 | 22%
O=C(CSCCO)Nc1cccc(C(F)(F)F)c1 | 0% | -13% | 11% | 0% | -1 | -8 | 82%[activator]
O=C(C=C1CCN(c2ncc(C(F)(F)F)cc2Cl)CC1)NNC(=O)Nc1ccccc1 | -1% | 46%[activator] | 7% | 0% | -4 | 16 | 49%[activator]
Cc1ccc(C)c(S(=O)(=O)Nc2cc(C)on2)c1 | -6% | 10% | 15% | 4% | -2 | -5 | 37%[activator]
O=C1CN(S(=O)(=O)c2ccc(Cl)cc2C(F)(F)F)CCN1 | 5% | 0% | 8% | -4% | -3 | -3 | ?
CSc1nc2[nH]c3c(c2c2nnnn12)CCCC3 | -1% | ? | -24% | 2% | 21 | 45 | ·
Cc1ccc(C(=O)/C=C/Nc2ccc([N+](=O)[O-])cc2Br)cc1 | 5% | 112%[activator] | 15% | -11% | 67* | 77* | 215%[activator]
Cc1noc(C)c1S(=O)(=O)N(CC(=O)O)c1ccc2c(c1)OCO2 | 0% | 44%[activator] | -5% | -1% | -2 | -16 | 5.9µM*
CN(C)S(=O)(=O)c1cccc(C(=O)Nc2cccnc2)c1 | -1% | -2% | -7% | 3% | 5 | 7 | 3.3µM*
Cc1cc(NC(=O)CSCC(=O)Nc2ccc(C)c(C)c2)no1 | · | -10% | 2% | 2% | · | · | -34%
COc1ccc(CCNC(=O)c2ccc(COc3ccccc3OC)o2)cc1 | 0% | -15% | -10% | 7% | 18 | -4 | ?
O=C1CSCN1c1ccc(Cl)cc1 | -4% | 1% | -3% | 4% | 7 | -1 | 27%
Cc1cc(C(=O)CSc2n[nH]c(N)n2)c(C)n1C1CC1 | -5% | -1% | -10% | -8% | -4 | 12 | ?
O=C(c1ccc(-c2ccccc2)cc1)N1CCN(c2ccccc2)CC1 | 2% | 62%[activator] | -1% | 6% | 13* | 28 | 17%
Cc1ccc(CN2Cc3cccc4c3[C@@H](CC2=O)[C@H](O)[C@H](O)C4)cc1 | · | 20% | -14% | 2% | · | · | 20%
COC(=O)[C@@H]1CC[C@H](C)[C@@H](c2ccc(C)cc2)N1C(=O)c1ccc(/C=N/O[C@@H](C)CN2CCCCc3nc(C)c(C)cc32)cc1 | -1% | 34%[activator] | · | · | -4 | 3 | 51%
O=C(CCSCCC(=O)NCCN1CCOCC1)NCCN1CCOCC1 | -3% | 16% | 17% | 3% | 1 | -16 | ·
CC(=O)C1=NN(c2ccccc2)C(c2ccc3c(c2)OCO3)N1c1ccccc1 (centres undefined) | 1% | ? | 23% | 1% | -1 | 24 | ?
